GSH bead fluor: GSH bead compound fluorescence profile; GSH beads flow cytometry, compound fluorescence 488/530 nm; hits give high values; fluorescence (KMESF) at 10 µM; 0.25% of 190,000 active; in the data active means fluorescence above about 89;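 further: glutathione beads carrying GST-tagged Bcl family fusion proteins plus one bare bead set; values are compound well signal with DMSO vehicle wells as background; inactives centre near 16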
RGS4-Gao reg: modulates binding of RGS4 to human Galphao; 0.33% of 220,000 active; binding response (% of control), % at 10 µM; AID 1415; Multiplexed bead flow cytometry; actives lie on both sides; in the data active means binding response below about 49% or above about 150%; inactive means in between;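 further: fluorescent Galphao activated with aluminum fluoride binding bead-coupled RGS4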
Bfl-1 Bim block: disrupts Bim binding to human Bfl-1. inhibition, % at 10 µM. Bead-based flow cytometry, Bim-Bfl-1 binding inhibition. AID 1008. 0.12% of 190,000 active;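 further: 0% = wells without compound plus tracer and 100% = blocker peptide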
RGS7-Gao: modulates binding of RGS7 to human Galphao; Multiplexed bead flow cytometry; actives lie on both sides; binding response (% of control), % at 10 µM; 0.35% of 220,000 active; AID 1439; in the data active means binding response below about 49% or above about 150%; inconclusive means no clear call, values can overlap the other calls; inactive means in between;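 further: fluorescent Galphao held in activated GDP-AlF4 state binding bead-coupled RGS7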
Mcl-1 Bim block: human Bim-Mcl-1 interaction inhibition | 0.1% of 190,000 active | Q07820 | inhibition, % at 10 µM | AID 1009 | Bead-based flow cytometry, Bim peptide-Mcl-1 binding;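 further: 0% = no compound tracer wells and 100% = peptide blocker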
Target sequence (Q07820 whole entry, looked up): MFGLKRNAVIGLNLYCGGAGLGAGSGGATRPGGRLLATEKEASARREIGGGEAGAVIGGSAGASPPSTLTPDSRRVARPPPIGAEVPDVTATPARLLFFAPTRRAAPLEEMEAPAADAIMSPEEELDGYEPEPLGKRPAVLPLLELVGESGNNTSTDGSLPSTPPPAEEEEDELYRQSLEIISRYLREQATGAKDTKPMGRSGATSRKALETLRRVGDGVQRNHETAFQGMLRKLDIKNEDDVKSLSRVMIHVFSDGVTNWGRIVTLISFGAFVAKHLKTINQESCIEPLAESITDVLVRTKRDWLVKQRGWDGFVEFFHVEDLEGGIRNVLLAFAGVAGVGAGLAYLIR
Bim-Bcl-XL: disrupts Bim peptide binding to human Bcl-XL. inhibition, % at 10 µM. Q07817. bead flow cytometry, fluorescence. 0.04% of 190,000 active
Bim-Bcl-2: disrupts Bim peptide binding to human Bcl-2; inhibition, % at 10 µM; Bead-based flow cytometry, Bim peptide-Bcl-2 binding; 0.06% of 190,000 active; P10415; in the data active means inhibition above about 40%; inconclusive means no clear call, values can overlap the other calls;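 further: 0% = no compound wells with probe peptide and 100% = reference peptide inhibitor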
Target sequence (P10415 whole entry, looked up): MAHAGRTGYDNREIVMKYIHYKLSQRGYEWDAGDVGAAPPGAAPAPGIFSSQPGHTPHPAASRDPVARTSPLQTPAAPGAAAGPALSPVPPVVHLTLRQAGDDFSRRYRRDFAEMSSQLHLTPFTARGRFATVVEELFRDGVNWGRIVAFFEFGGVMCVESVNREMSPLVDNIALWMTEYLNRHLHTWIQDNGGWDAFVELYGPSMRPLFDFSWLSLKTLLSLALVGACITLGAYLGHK
Bcl-W Bim block: human Bim-Bcl-W interaction inhibition; Q92843; bead-based flow cytometry, Bim peptide-Bcl-W binding; inhibition, % at 10 µM; 0.02% of 190,000 active; AID 952;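 further: 0% = bound tracer without compound and 100% = peptide blocker; higher means less fluorescent Bim peptide bound to Bcl-W beads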
Target sequence (Q92843 whole entry, looked up): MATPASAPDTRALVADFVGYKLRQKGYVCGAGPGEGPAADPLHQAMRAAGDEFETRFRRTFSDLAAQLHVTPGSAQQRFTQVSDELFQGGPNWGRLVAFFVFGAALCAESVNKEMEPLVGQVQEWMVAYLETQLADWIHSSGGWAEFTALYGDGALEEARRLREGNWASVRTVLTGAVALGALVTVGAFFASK
RGS8-Gao reg: modulates binding of RGS8 to human Galphao | P09471 | multiplexed bead flow cytometry; actives lie on both sides | response (percent of control binding), % at 10 µM | 0.34% of 220,000 active; in the data active means response below about 60% or above about 140%; inactive means in between;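 further: Galphao activated as the GDP aluminium fluoride complex binding bead-coupled RGS8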
Bim-Bcl-B: inhibitors of Bim-Bcl-B interaction, human; Q9HD36; bead-based flow cytometry, Bim peptide-Bcl-B binding; inhibition, % at 10 µM; 0.073% of 190,000 active; AID 951;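 further: 0% = tracer peptide without compound and 100% = reference inhibitor peptide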
Target sequence (Q9HD36 whole entry, looked up): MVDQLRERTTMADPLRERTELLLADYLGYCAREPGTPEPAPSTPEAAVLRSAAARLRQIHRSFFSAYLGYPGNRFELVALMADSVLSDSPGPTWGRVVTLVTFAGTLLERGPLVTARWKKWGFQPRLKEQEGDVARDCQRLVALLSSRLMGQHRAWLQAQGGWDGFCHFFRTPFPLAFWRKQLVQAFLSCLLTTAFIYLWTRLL
Mcl1 Bid PPI: disrupts binding of human Mcl-1 to Bid peptide. TR-FRET Mcl-1/Bid-Dy647 peptide binding, 1536-well. AID 1021. inhibition, % at 21.7 µM. 0.97% of 220,000 active. Q07820;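 active means compounds that cut the binding signal by more than half at the single screening dose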;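 further: His-tagged Mcl-1 with europium anti-His antibody binding Bid BH3 peptide; 0% = Mcl-1 plus peptide wells and 100% = peptide-only wells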
Numbers without * were called inactive; ? = inconclusive; / = not tested or not shown. Unless noted, no stated cut-off is given here; in the data, active means inhibition above about 40%. Not a hit list; overall some 1.8% were active at least once.

SMILES	GSH bead fluor	RGS4-Gao reg	Bfl-1 Bim block	RGS7-Gao	Mcl-1 Bim block	Bim-Bcl-XL	Bim-Bcl-2	Bcl-W Bim block	RGS8-Gao reg	Bim-Bcl-B	Mcl1 Bid PPI
CC(C)COc1ccc(-c2nn(-c3ccccc3)cc2C(=O)Nc2nccs2)cc1	14	99	8	96	7	3	14	15	100	3	19
CS(=O)(=O)c1ccc(C(=O)OCC(=O)NC23CC4CC(CC(C4)C2)C3)cc1[N+](=O)[O-]	12	94	-10	94	-1	-3	-9	-3	96	-7	-1
CCCC(C)c1nnc(NC(=O)C(=O)OCC)s1 (stereo not drawn)	13	99	16	91	-5	-9	0	1	94	-42	-23
O=C(Nc1nncs1)c1cccc(S(=O)(=O)N2CCOCC2)c1	37	120	-4	118	-2	4	-2	-3	117	-7	-6
COc1ccc(-c2nnn(CC(=O)c3ccc4c(c3)OCCO4)n2)cc1OC	21	/	0	/	0	-4	-2	-1	/	-6	2
COc1cc(/C=C/C(=O)OCC(=O)N2CCN(S(=O)(=O)c3ccc(C)cc3C)CC2)ccc1O	10	99	-15	96	-4	-9	-8	-4	102	-10	-41
COC(=O)C1=C(CN2CCc3ccccc32)NC(=O)NC1c1cc(C)ccc1C (stereo not drawn)	19	99	0	98	-3	-1	-1	-3	102	-5	-26
CCOC(=O)c1cc2c(=O)n3ccccc3nc2n(Cc2ccco2)c1=NC(=O)c1ccccc1OCC	12	100	10	102	2	1	3	4	97	-1	-15
NNC(=S)Nc1ccccc1Cl	15	99	-2	98	-1	-4	-4	0	100	-12	-21
CC(=O)Cc1nsc(NC(=O)c2ccc(-c3ccc(Cl)c(Cl)c3)o2)n1	10	104	-6	103	1	0	-3	0	109	-4	16
CCOC(=O)c1ccc(S(=O)(=O)N2CCNCC2)cc1	11	105	-2	105	-7	-6	-3	-5	112	-6	54*
NS(=O)(=O)c1cccc(NC(=O)CN2CCC(Cc3ccccc3)CC2)c1	10	107	3	114	-6	-4	-5	-5	125	-5	-9
Cn1nc(C(=O)Nc2sccc2C(N)=O)ccc1=O	24	112	-2	111	3	4	-2	3	98	4	-22
CCSc1nnc(NC(=O)CSc2nc3c(c(=O)n2CC)SC(C)C3)s1 (stereo not drawn)	11	99	-9	93	-4	-2	-5	-8	98	-5	-22
Fc1cccc(COc2ccccc2C(=S)N2CCCC2)c1	14	101	-4	100	-1	-5	-4	0	99	-2	-7
CC(=O)c1c(N2CCN(C)CC2)[nH]c(-c2ccccc2)nc1=S	21	105	1	104	-2	-1	-2	-3	99	-12	-31
COC(=O)c1ccc(NC(=O)Cn2nc(C)cc2C)cc1	8	98	-4	97	-4	-1	-6	-1	102	-4	4
N#Cc1c(-c2ccc(Cl)cc2)nc2n(c1=O)CCCS2	9	102	-2	103	-3	-2	-2	0	103	-2	-7
CC(=O)Nc1ccc(C(=O)OCC(=O)NCc2ccc(Cl)cc2)cc1	9	100	-3	100	-7	0	0	-2	101	-3	-10
O=C(NCc1ccco1)c1cnc2ccccn2c1=O	22	92	-8	97	1	-3	-3	1	93	-2	-26
CCOC(=O)CSc1nc(-c2ccccc2)nc2c1oc1ccccc12	22	95	0	97	-1	-1	-2	0	95	0	10
CN(CC(=O)Nc1nccs1)S(=O)(=O)c1ccc(F)cc1	13	103	-9	101	0	-3	-3	2	103	-4	-6
Nc1nc(C(=O)N2CCOCC2)nn1S(=O)(=O)c1ccc(Cl)cc1	54	100	-6	102	3	1	-5	0	97	-2	-14
Cc1nnc(SCc2ccc(C(=O)c3ccc(Cl)cc3)o2)n1-c1ccccc1	16	100	0	99	-2	-5	0	-1	99	-7	36
COCc1nc2ccccc2n1Cc1ccccc1C	11	102	-2	102	0	-3	-6	0	96	-1	-17

Single values from the entries so far:
Reading for COc1ccc(-c2nnn(CC(=O)c3ccc4c(c3)OCCO4)n2)cc1OC in Bim-Bcl-B: -6
Reading for CCCC(C)c1nnc(NC(=O)C(=O)OCC)s1 (stereo not drawn) in Bcl-W Bim block: 1
Reading for CC(C)COc1ccc(-c2nn(-c3ccccc3)cc2C(=O)Nc2nccs2)cc1 in Bim-Bcl-XL: 3
Reading for CCOC(=O)CSc1nc(-c2ccccc2)nc2c1oc1ccccc12 in RGS4-Gao reg: 95
Reading for Nc1nc(C(=O)N2CCOCC2)nn1S(=O)(=O)c1ccc(Cl)cc1 in RGS8-Gao reg: 97
Reading for NS(=O)(=O)c1cccc(NC(=O)CN2CCC(Cc3ccccc3)CC2)c1 in RGS7-Gao: 114
Reading for COCc1nc2ccccc2n1Cc1ccccc1C in Bcl-W Bim block: 0

Four of these compounds in a different format.
smiles: CS(=O)(=O)c1ccc(C(=O)OCC(=O)NC23CC4CC(CC(C4)C2)C3)cc1[N+](=O)[O-]
  GSH bead fluor: 12
  RGS4-Gao reg: 94
  Bfl-1 Bim block: -10
  RGS7-Gao: 94
  Mcl-1 Bim block: -1
  Bim-Bcl-XL: -3
  Bim-Bcl-2: -9
  Bcl-W Bim block: -3
  RGS8-Gao reg: 96
  Bim-Bcl-B: -7
  Mcl1 Bid PPI: -1
smiles: CCCC(C)c1nnc(NC(=O)C(=O)OCC)s1 (stereo not drawn)
  GSH bead fluor: 13
  RGS4-Gao reg: 99
  Bfl-1 Bim block: 16
  RGS7-Gao: 91
  Mcl-1 Bim block: -5
  Bim-Bcl-XL: -9
  Bim-Bcl-2: 0
  Bcl-W Bim block: 1
  RGS8-Gao reg: 94
  Bim-Bcl-B: -42
  Mcl1 Bid PPI: -23
smiles: O=C(Nc1nncs1)c1cccc(S(=O)(=O)N2CCOCC2)c1
  GSH bead fluor: 37
  RGS4-Gao reg: 120
  Bfl-1 Bim block: -4
  RGS7-Gao: 118
  Mcl-1 Bim block: -2
  Bim-Bcl-XL: 4
  Bim-Bcl-2: -2
  Bcl-W Bim block: -3
  RGS8-Gao reg: 117
  Bim-Bcl-B: -7
  Mcl1 Bid PPI: -6
smiles: COc1ccc(-c2nnn(CC(=O)c3ccc4c(c3)OCCO4)n2)cc1OC
  GSH bead fluor: 21
  RGS4-Gao reg: /
  Bfl-1 Bim block: 0
  RGS7-Gao: /
  Mcl-1 Bim block: 0
  Bim-Bcl-XL: -4
  Bim-Bcl-2: -2
  Bcl-W Bim block: -1
  RGS8-Gao reg: /
  Bim-Bcl-B: -6
  Mcl1 Bid PPI: 2

Next part.
SMILES	GSH bead fluor	RGS4-Gao reg	Bfl-1 Bim block	RGS7-Gao	Mcl-1 Bim block	Bim-Bcl-XL	Bim-Bcl-2	Bcl-W Bim block	RGS8-Gao reg	Bim-Bcl-B	Mcl1 Bid PPI
Cc1nc2ccc(S(=O)(=O)NCC(=O)N3CCc4ccccc4C3)cc2s1	25	91	0	95	0	-4	-2	-2	102	-5	-31
CN(C(=O)c1cc2sccc2n1C)C1CCCCC1	19	96	-1	98	0	-2	0	0	100	0	-25
CC(C)(C)NC(=O)c1nc2ccccc2s1	26	99	-2	102	-2	-3	-3	-3	101	-2	-4
Cc1cc[n+](C2=C([O-])c3ccccc3C(=O)/C2=N\S(=O)(=O)c2cccs2)cc1C	9	96	-8	93	-2	-6	-12	-4	100	-9	1
Cc1cc(OCCN2CC(C)OC(C)C2)ccc1[N+](=O)[O-] (stereo not drawn)	21	102	-2	98	4	1	-1	0	100	1	-20
CCOc1cc(CNCCO)c(Cl)cc1OCC(=O)NCCc1ccccc1	9	110	-12	105	0	-3	-2	-3	104	-11	-14
COc1cc(/C=C/C(=O)Nc2ccc3[nH]c(=O)[nH]c3c2)cc(OC)c1OC	9	103	-3	101	2	-3	-3	0	103	-4	-26
Cc1noc(C)c1C(=O)OCC(=O)C12CC3CC(CC(C3)C1)C2	13	101	-3	98	-1	-3	0	-5	98	-5	0
Cc1ccc2c(c1)-c1cc(C)nn1C(c1ccc3c(c1)OCO3)N2 (stereo not drawn)	14	100	2	101	0	-1	0	1	99	2	-35
COCc1cc(C)nc(OCC(=O)N/N=C/c2cccc(OC)c2)c1C#N	53	101	-8	97	3	-8	-4	2	100	-5	-27
Cc1nn(C2CCS(=O)(=O)C2)c(Cl)c1/C=C/C(=O)OCC(=O)Nc1ccccc1OC(F)F (stereo not drawn)	10	98	-14	99	-4	-3	-8	0	99	-7	-7
CCN(CC)CCC(=O)Nc1ccc2c(c1)N(C(=O)CN(CC)CC)c1ccccc1CC2	22	86	0	97	-5	-2	-2	-1	93	-4	-17
O=C(O)CNC(=S)N(Cc1ccccc1Cl)C1CCCCC1	64	89	0	87	0	-2	-3	-6	94	-4	-19
CC(Sc1nncn1C)C(=O)NCc1ccc2c(c1)OCO2 (stereo not drawn)	15	104	-3	98	1	-1	-1	-1	104	-2	-38
CN1CC=C2C(C#N)=C(N)C(C#N)(C#N)[C@H](c3cccs3)[C@H]2C1	25	89	/	95	/	/	?	/	109	/	-14
CCn1c(-c2cc(-c3ccccc3OC)nc3ccccc23)n[nH]c1=S	17	100	-11	95	-5	-10	-4	-5	100	-16	-34
COc1ccc(N(C(=O)Cn2nnc3ccccc32)C(C(=O)NCc2ccco2)c2cccnc2)cc1 (stereo not drawn)	23	104	-5	104	2	3	0	2	102	-5	-11
COc1cccc(CC2CC(=O)N(c3ccc4c(C)cc(=O)oc4c3)C2=O)c1 (stereo not drawn)	20	97	-5	97	0	-1	-3	-1	101	-2	-17
CC1=CC(C)(C)N(C(=O)CN2C(=O)c3ccccc3C2=O)c2ccccc21	36	99	-12	98	2	2	-7	1	100	-7	-4
CCCC[C@@H]1CNC(=S)N1CCCC	20	98	-3	97	3	-2	0	0	98	-7	-29
CCOC(=O)C1CCCN(C/C(O)=C(\C#N)c2nc(-c3ccccc3)cs2)C1 (stereo not drawn)	20	99	0	99	-1	-3	0	-5	100	-3	-16
O=C(COC(=O)c1ccccc1[N+](=O)[O-])c1ccc(C2CCCCC2)cc1	26	114	1	106	2	1	0	1	100	2	4
CC(=O)Nc1ccc(S(=O)(=O)N2CCN(CCC#N)CC2)cc1	24	99	-10	99	-3	-3	-8	0	100	-6	-19
Cc1ccccc1NC(=O)C1CC(=O)N(c2ccc3c4c(cccc24)CC3)C1 (stereo not drawn)	57	108	-11	107	0	6	-1	5	107	-3	-15
Cc1cccc(N2C(S)=C(C#N)C(=O)NC23CCCCC3)c1	6	100	-2	97	-7	-11	-3	-9	102	-11	-58
CC(C)CCNC(=O)c1ccc(Cl)c(NC(=O)c2ccccc2F)c1	26	102	1	108	-4	-1	-4	-2	105	-6	-18
Cc1ccc(C(=O)c2c(NC(=O)c3ccccc3C)sc(C)c2C)cc1	17	101	6	100	-5	-4	0	2	98	-35	-33
Cc1ccc(NC(=O)CSc2nc(C)c(Cc3ccccc3)c(=O)[nH]2)cc1	16	29*	-5	22*	1	-5	0	0	17*	-3	-3
CC1CCCCN1C(=O)COc1ccc(F)cc1 (stereo not drawn)	14	109	-1	112	-1	0	0	0	106	0	-2
O=C(NCc1ccccc1Cl)C1CCN(C(=O)c2sccc2-n2cccc2)CC1	28	103	-4	107	-1	-2	-5	-2	106	-7	-19

Single records (already shown). Values in the order: GSH bead fluor | RGS4-Gao reg | Bfl-1 Bim block | RGS7-Gao | Mcl-1 Bim block | Bim-Bcl-XL | Bim-Bcl-2 | Bcl-W Bim block | RGS8-Gao reg | Bim-Bcl-B | Mcl1 Bid PPI
Record of `CCN(CC)CCC(=O)Nc1ccc2c(c1)N(C(=O)CN(CC)CC)c1ccccc1CC2` = 22 | 86 | 0 | 97 | -5 | -2 | -2 | -1 | 93 | -4 | -17
Record of `Cc1cc(OCCN2CC(C)OC(C)C2)ccc1[N+](=O)[O-]` (stereo not drawn) = 21 | 102 | -2 | 98 | 4 | 1 | -1 | 0 | 100 | 1 | -20
Record of `CC1CCCCN1C(=O)COc1ccc(F)cc1` (stereo not drawn) = 14 | 109 | -1 | 112 | -1 | 0 | 0 | 0 | 106 | 0 | -2
